Bioassay records deposited in PubChem by Broad Institute.
C diff HTS: C. difficile growth inhibitors, primary screen, HTS; growth activity, negative = inhibition, % at 16 µg/mL (by protocol); actives 0.25% (n = 86,000); Clostridium difficile clinical isolate growth, OD600, 24 h; stronger effect = lower value;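 active = mean growth activity at or below -80% and every replicate also at or below -80%; inconclusive = mean at or below -80% but some replicate above -80%; inactive = mean growth activity above -80%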;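 also: 0% = DMSO wells and -100% = levofloxacin 16 µg/mL wells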
GASC1 inh: inhibitors of GASC-1 (KDM4C) histone demethylase, primary screen, biochemical, single concentration HTS | Lysine-specific demethylase 4C (Homo sapiens), Q9H3R0 | GST-KDM4C 2-372, H3K9me3 peptide, LANCE TR-FRET | inhibition, % at 12.5 µM | actives 0.15% (n = 96,000);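 active = mean replicate inhibition above about 25%, with at least 55% of replicates also reaching it, limit read from the data, passing the limit was not always enough; inconclusive = only one of those two conditions met; inactive = neither condition met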
Target sequence (Q9H3R0 2-372 limits assumed): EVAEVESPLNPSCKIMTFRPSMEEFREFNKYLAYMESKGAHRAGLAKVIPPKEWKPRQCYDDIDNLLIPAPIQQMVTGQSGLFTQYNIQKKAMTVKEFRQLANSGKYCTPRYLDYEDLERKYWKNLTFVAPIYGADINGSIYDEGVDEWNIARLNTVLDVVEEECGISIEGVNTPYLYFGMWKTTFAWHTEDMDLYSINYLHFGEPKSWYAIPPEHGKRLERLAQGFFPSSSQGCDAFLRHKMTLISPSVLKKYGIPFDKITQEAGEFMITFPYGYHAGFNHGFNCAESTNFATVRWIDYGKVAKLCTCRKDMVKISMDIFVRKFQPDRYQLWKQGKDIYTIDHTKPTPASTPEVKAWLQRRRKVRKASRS
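System: N-terminal GST-fused human GASC-1 (KDM4C) fragment, residues 2-372; amount: enzyme final amount 10 nM; incubation: reaction 30 min RT, detection step 1 h RT; medium: HEPES buffer, pH 7.5, plus ascorbate; technique: LANCE TR-FRET, Eu antibody, ULight-streptavidin, EDTA, ex 340 nm, em 618/671 nm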
Pf Dd2 inh: P. falciparum Dd2 growth inhibitors, primary screen, SYBR Green fluorescence, single dose replicates; 72 h; stronger effect = lower value; activity change, % at 10 µM; actives 2.3% (n = 94,000); AID 1159554, 2015; in the data active = activity change below about -80%; inconclusive = no clear call, values can overlap the other calls
Tcruzi prolif: T. cruzi intracellular proliferation inhibitors, primary screen, cell-based, beta-gal Tulahuen parasites, NIH3T3 host, luminescence; T. cruzi beta-gal in NIH3T3, GalScreen luminescence, 90 h; inhibition, % at 8.34 µM; actives 5.9% (n = 77,000);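 active = mean inhibition above about 93%, with at least 55% of replicates each passing it, limit read from the data, passing the limit was not always enough; inconclusive = only one of those two conditions holds; inactive = neither condition holds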
Numbers without * were called inactive; & = joins results of further samples.

`C[C@H]1CN([C@@H](C)CO)C(=O)Cc2cc(NC(=O)Nc3cccc4ccccc34)ccc2O[C@@H]1CN(C)C(=O)Nc1ccc(C(F)(F)F)cc1` gave C diff HTS 12, GASC1 inh -0.3, Pf Dd2 inh -16 and Tcruzi prolif 9.
COc1ccc(S(=O)(=O)Nc2ccc3c(c2)C(=O)N([C@@H](C)CO)C[C@@H](C)[C@H](CN(C)C(=O)Nc2ccc(F)cc2)OCCCC[C@@H](C)O3)cc1 was read as C diff HTS 2, GASC1 inh -2.6, Pf Dd2 inh 0 and Tcruzi prolif 66.
CN1c2ccc(-c3ccccc3)cc2[C@H]2[C@H](CCN2S(=O)(=O)c2ccccc2F)[C@H]1CO was read as C diff HTS 1, GASC1 inh -1.0, Pf Dd2 inh -3 and Tcruzi prolif -9.
For COc1ccc2c3c(n(C)c2c1)[C@@H](CO)N(C(=O)C1CCCC1)CC31CCN(C(=O)c2ccncc2)CC1 the results were C diff HTS -1, GASC1 inh 0.8 and Pf Dd2 inh -50.
Screening C[C@H]1CN([C@@H](C)CO)C(=O)c2cc(NS(=O)(=O)c3ccccc3)ccc2O[C@@H]1CN(C)S(=O)(=O)c1cccs1 returned C diff HTS -6, GASC1 inh 1.1, Pf Dd2 inh -12 and Tcruzi prolif -2.
For CCN1[C@H](C(=O)Nc2ccccc2)[C@@H](CO)[C@@H]2Cn3c(ccc(-c4ccc(F)cc4)c3=O)[C@@H]21 the results were C diff HTS -1, GASC1 inh 5.9 and Pf Dd2 inh -22.
O=C(C[C@@H]1CC[C@H](NC(=O)Nc2ccc3c(c2)OCO3)[C@@H](CO)O1)NCc1ccccc1 was read as C diff HTS -3, GASC1 inh -0.1, Pf Dd2 inh -25 and Tcruzi prolif -11.
C[C@H](CO)N1C[C@H](C)[C@H](CN(C)C(=O)Nc2ccccc2F)Oc2ncc(-c3ccccc3)cc2C1=O was read as C diff HTS -7, Pf Dd2 inh -12 and Tcruzi prolif -113.
`O=C(Cc1ccccn1)NCC[C@H]1CC[C@H](NC(=O)Nc2ccc(Cl)cc2)[C@H](CO)O1` gave C diff HTS 0, GASC1 inh 1.0, Pf Dd2 inh -13 and Tcruzi prolif -32.
`C[C@@H]1CN([C@@H](C)CO)C(=O)c2cc(NS(=O)(=O)c3ccc(F)cc3)ccc2O[C@H]1CN(C)Cc1ccc(-c2ccccc2)cc1` gave C diff HTS 16, GASC1 inh -1.1, Pf Dd2 inh -4 and Tcruzi prolif inconclusive.
C[C@H](CO)N1C[C@H](C)[C@@H](CN(C)C(=O)Nc2cccc3ccccc23)OCCCC[C@H](C)Oc2ccc(NS(=O)(=O)c3ccc(Cl)cc3)cc2C1=O was read as C diff HTS -6, GASC1 inh -2.3, Pf Dd2 inh -43 and Tcruzi prolif 91.
C[C@H]1CCCCO[C@H](CN(C)C(=O)c2ccncc2)[C@@H](C)CN([C@@H](C)CO)C(=O)c2cc(NC(=O)c3ccccc3)ccc2O1 was read as C diff HTS -6, GASC1 inh 0.3, Pf Dd2 inh -7 and Tcruzi prolif 100*.
For OC[C@@H]1[C@@H](c2ccc(-c3cccnc3)cc2)[C@H]2CN(CC3CCOCC3)CCCCN12 the results were C diff HTS -9, Pf Dd2 inh -10 and Tcruzi prolif 24.
Screening C[C@@H]1CN([C@H](C)CO)C(=O)Cc2cc(NS(=O)(=O)c3cccs3)ccc2O[C@@H]1CN(C)C returned C diff HTS -3, GASC1 inh -0.4, Pf Dd2 inh 2 and Tcruzi prolif 21.
`C[C@@H]1CCCCO[C@@H](CN(C)C)[C@@H](C)CN([C@@H](C)CO)C(=O)c2cc(NC(=O)Nc3ccc(F)cc3)ccc2O1` gave C diff HTS 8, GASC1 inh 0.3, Pf Dd2 inh 12 and Tcruzi prolif 29.
For COCC(=O)Nc1ccc2c(c1)C(=O)N(C)C[C@@H](OC)[C@@H](C)CN(Cc1ccccc1F)[C@H](C)CO2 the results were GASC1 inh -1.4, Pf Dd2 inh -29 and Tcruzi prolif 57.
Screening CO[C@@H]1CN(C)C(=O)c2cc(NC(=O)NC(C)C)ccc2OC[C@H](C)N(C)C[C@@H]1C returned C diff HTS -4, GASC1 inh -0.7, Pf Dd2 inh 35 and Tcruzi prolif -3.
For C[C@H](CO)N1C[C@H](C)[C@H](CN(C)Cc2ccccc2)Oc2ncc(-c3ccccc3)cc2C1=O the results were C diff HTS 5&5, GASC1 inh 0.5, Pf Dd2 inh 26&26 and Tcruzi prolif 15&23.
Cc1ccc(S(=O)(=O)N(C)C[C@H]2Oc3c(NS(=O)(=O)c4ccc(Cl)cc4)cccc3C(=O)N([C@H](C)CO)C[C@H]2C)cc1 was read as C diff HTS -16, GASC1 inh -1.1, Pf Dd2 inh 7 and Tcruzi prolif -6.
For CN1C(=O)c2cc(NC(=O)c3cccs3)ccc2OC[C@H]2O[C@@H](CC(=O)N3CCOCC3)CC[C@@H]21 the results were C diff HTS -3, GASC1 inh 0.1, Pf Dd2 inh 0 and Tcruzi prolif 17.
`O=C(NC[C@H]1[C@@H](c2ccccc2)[C@@H](CO)N1Cc1ccccn1)C1CC1` gave C diff HTS 0, GASC1 inh 7.9, Pf Dd2 inh -11 and Tcruzi prolif 81.
COc1cccc(NC(=O)N(C)C[C@H]2Oc3cc(-c4ccccc4OC)ccc3S(=O)(=O)N([C@H](C)CO)C[C@@H]2C)c1 was read as C diff HTS -1, GASC1 inh 2.8 and Pf Dd2 inh -17.
Screening C[C@H]1CN([C@@H](C)CO)S(=O)(=O)c2ccc(C#Cc3ccccc3F)cc2O[C@@H]1CN(C)C(=O)Cc1cccnc1 returned C diff HTS -1, GASC1 inh -2.7, Pf Dd2 inh -59 and Tcruzi prolif 81.
`CNC[C@H]1Oc2ccc(NS(=O)(=O)c3ccc(OC)cc3)cc2C(=O)N([C@@H](C)CO)C[C@@H]1C` gave C diff HTS 0, GASC1 inh -0.7 and Pf Dd2 inh 17.

Arranged by heavy-atom count (smallest number first): part of the list above.
For OC[C@@H]1[C@@H](c2ccc(-c3cccnc3)cc2)[C@H]2CN(CC3CCOCC3)CCCCN12 the results were C diff HTS -9, Pf Dd2 inh -10 and Tcruzi prolif 24.
Screening C[C@@H]1CN([C@H](C)CO)C(=O)Cc2cc(NS(=O)(=O)c3cccs3)ccc2O[C@@H]1CN(C)C returned C diff HTS -3, GASC1 inh -0.4, Pf Dd2 inh 2 and Tcruzi prolif 21.
`CNC[C@H]1Oc2ccc(NS(=O)(=O)c3ccc(OC)cc3)cc2C(=O)N([C@@H](C)CO)C[C@@H]1C` gave C diff HTS 0, GASC1 inh -0.7 and Pf Dd2 inh 17.
For CN1C(=O)c2cc(NC(=O)c3cccs3)ccc2OC[C@H]2O[C@@H](CC(=O)N3CCOCC3)CC[C@@H]21 the results were C diff HTS -3, GASC1 inh 0.1, Pf Dd2 inh 0 and Tcruzi prolif 17.
For COCC(=O)Nc1ccc2c(c1)C(=O)N(C)C[C@@H](OC)[C@@H](C)CN(Cc1ccccc1F)[C@H](C)CO2 the results were GASC1 inh -1.4, Pf Dd2 inh -29 and Tcruzi prolif 57.
`C[C@@H]1CCCCO[C@@H](CN(C)C)[C@@H](C)CN([C@@H](C)CO)C(=O)c2cc(NC(=O)Nc3ccc(F)cc3)ccc2O1` gave C diff HTS 8, GASC1 inh 0.3, Pf Dd2 inh 12 and Tcruzi prolif 29.
COc1cccc(NC(=O)N(C)C[C@H]2Oc3cc(-c4ccccc4OC)ccc3S(=O)(=O)N([C@H](C)CO)C[C@@H]2C)c1 was read as C diff HTS -1, GASC1 inh 2.8 and Pf Dd2 inh -17.

(listing goes on)
For C[C@@H]1CN([C@H](C)CO)C(=O)CCCn2nncc2CO[C@H]1CN(C)S(=O)(=O)c1cccs1 the results were Pf Dd2 inh 22 and Tcruzi prolif -82.
`COc1ccc(NC(=O)N(C)C[C@@H]2Oc3cc(C#CCN(C)C)ccc3S(=O)(=O)N([C@H](C)CO)C[C@H]2C)cc1` gave C diff HTS -4, Pf Dd2 inh -18 and Tcruzi prolif 37.
Screening O=C(C[C@H]1CC[C@H](NC(=O)c2ccccc2)[C@@H](CO)O1)NCCc1ccncc1 returned C diff HTS 5 and GASC1 inh 0.3.
For COc1ccc2c3c([nH]c2c1)[C@H](CO)N(C(=O)Nc1ccc(F)cc1)CC31CN(C(=O)Cc2ccccc2)C1 the results were C diff HTS -18 and Pf Dd2 inh -15.
`C[C@H](CO)N1C[C@H](C)[C@@H](CN(C)Cc2ccc(C(=O)O)cc2)OCCCC[C@H](C)Oc2ccc(NC(=O)Nc3ccccc3)cc2C1=O` gave C diff HTS -3, GASC1 inh -0.2, Pf Dd2 inh -2 and Tcruzi prolif 24.
Screening C[C@H](CO)N1C[C@H](C)[C@H](CN(C)C(=O)c2ccc3c(c2)OCO3)Oc2ncc(C#CCN(C)C)cc2C1=O returned C diff HTS -2, GASC1 inh 4.2 and Pf Dd2 inh 27.
For CC(C)NC(=O)N[C@@H]1CC[C@@H](CCNC(=O)C2CCCC2)O[C@H]1CO the results were C diff HTS 3, GASC1 inh 3.4, Pf Dd2 inh 3 and Tcruzi prolif -50.
For C/C=C/c1ccc2c(c1)O[C@H](CN(C)Cc1ccccn1)[C@@H](C)CN([C@H](C)CO)S2(=O)=O the results were C diff HTS -3, GASC1 inh -0.3 and Pf Dd2 inh -9.
For CO[C@H]1CN(C)C(=O)c2ccc(NC(C)=O)cc2OC[C@H](C)N(C(=O)CN2CCOCC2)C[C@@H]1C the results were C diff HTS -2, GASC1 inh 1.7, Pf Dd2 inh 57 and Tcruzi prolif -39.
`C[C@@H]1CN([C@@H](C)CO)C(=O)c2cc(NS(=O)(=O)c3cn(C)cn3)ccc2O[C@@H](C)CCCCO[C@H]1CN(C)Cc1ccc2c(c1)OCO2` gave C diff HTS -1, GASC1 inh 2.1, Pf Dd2 inh -19 and Tcruzi prolif 19.
For Cc1ccc(S(=O)(=O)N[C@@H]2CC[C@H](CC(=O)NCc3ccncn3)O[C@@H]2CO)cc1 the results were GASC1 inh 0.4, Pf Dd2 inh -21 and Tcruzi prolif -30.
CN(C)c1ccc2c(c1)[C@H]1C[C@H](CC(=O)NCc3ccc(Oc4ccccc4)cc3)O[C@@H](CO)[C@H]1O2 was read as C diff HTS -8, GASC1 inh 0.4, Pf Dd2 inh -39 and Tcruzi prolif 132*.
Screening C[C@H]1CN([C@@H](C)CO)C(=O)c2cc(C#CC3CC3)cnc2O[C@@H]1CN(C)Cc1ccccn1 returned C diff HTS 0, GASC1 inh 4.2, Pf Dd2 inh -1 and Tcruzi prolif 13.
O=C(C[C@@H]1CC[C@@H]2[C@H](COC[C@H](O)CN2S(=O)(=O)c2cccc(F)c2)O1)NCc1ccncn1 was read as C diff HTS 1&-2, GASC1 inh 0.0, Pf Dd2 inh 7 and Tcruzi prolif 0.
`OC[C@@H]1[C@H](c2ccc(/C=C/c3ccccc3)cc2)[C@@H]2CN(Cc3ccncc3)CCCCN12` gave C diff HTS -3, GASC1 inh 2.9, Pf Dd2 inh -46 and Tcruzi prolif 121*.
For C[C@@H]1CCCCO[C@H](CN(C)C(=O)CCC(F)(F)F)[C@@H](C)CN([C@H](C)CO)C(=O)c2cc(NS(=O)(=O)c3ccc(F)cc3)ccc2O1 the results were C diff HTS -13, GASC1 inh 7.0 and Pf Dd2 inh -28.
Screening COc1ccccc1CN1[C@H](C(=O)NCCc2ccncc2)[C@@H](CO)[C@@H]2Cn3c(cccc3=O)[C@@H]21 returned C diff HTS -3, GASC1 inh -0.1 and Tcruzi prolif 19.
For CC(C)NC(=O)N(C)C[C@@H]1Oc2ncc(/C=C/c3ccccc3)cc2C(=O)N([C@H](C)CO)C[C@@H]1C the results were C diff HTS -1, GASC1 inh -1.6 and Pf Dd2 inh -19.
CN1C(=O)c2cc(NC(=O)c3cccs3)ccc2OC[C@@H]2O[C@H](CC(=O)NCC(F)(F)F)CC[C@H]21 was read as C diff HTS -8, GASC1 inh -0.7, Pf Dd2 inh -47 and Tcruzi prolif -16.
Screening CO[C@H]1CN(C)C(=O)c2cc(NC(C)=O)ccc2OC[C@@H](C)NC[C@H]1C returned C diff HTS 0, GASC1 inh -1.2, Pf Dd2 inh 6 and Tcruzi prolif -9.
Screening Cc1ccc(-c2ccc3c(c2)O[C@@H](CN(C)Cc2cccnc2)[C@@H](C)CN([C@H](C)CO)S3(=O)=O)cc1 returned C diff HTS 3, GASC1 inh 0.6, Pf Dd2 inh -66 and Tcruzi prolif 104*.
CO[C@H](CN(C)CC1CCOCC1)[C@@H](C)CN(C(=O)Nc1ccc(F)cc1)[C@H](C)CO was read as GASC1 inh 0.2, Pf Dd2 inh 13 and Tcruzi prolif 9.
`CN1CCN(C(=O)C[C@H]2C[C@@H]3c4cc(NS(C)(=O)=O)ccc4O[C@@H]3[C@@H](CO)O2)CC1` gave C diff HTS -9, GASC1 inh 0.2, Pf Dd2 inh 21 and Tcruzi prolif -27.
